Screening results (PubChem BioAssay)
E-selectin induc: E-selectin induction on HUVECs; P16581; HUVEC E-selectin immunofluorescence imaging; normalized: neutral wells 0, TNF-alpha wells 100; activation, % at 7.58 µM; actives 0.37% (n = 260,000); AID 686992;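 active means mean E-selectin-positive cell signal at least 10% of the positive control, reached in at least 60% of replicates, without over 20% cell loss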;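 further: in these data hits start at about 27%; measured in HUVEC primary endothelial cells; signal is the percent of cells scored E-selectin positive by PE staining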
Target sequence (P16581 whole entry, looked up): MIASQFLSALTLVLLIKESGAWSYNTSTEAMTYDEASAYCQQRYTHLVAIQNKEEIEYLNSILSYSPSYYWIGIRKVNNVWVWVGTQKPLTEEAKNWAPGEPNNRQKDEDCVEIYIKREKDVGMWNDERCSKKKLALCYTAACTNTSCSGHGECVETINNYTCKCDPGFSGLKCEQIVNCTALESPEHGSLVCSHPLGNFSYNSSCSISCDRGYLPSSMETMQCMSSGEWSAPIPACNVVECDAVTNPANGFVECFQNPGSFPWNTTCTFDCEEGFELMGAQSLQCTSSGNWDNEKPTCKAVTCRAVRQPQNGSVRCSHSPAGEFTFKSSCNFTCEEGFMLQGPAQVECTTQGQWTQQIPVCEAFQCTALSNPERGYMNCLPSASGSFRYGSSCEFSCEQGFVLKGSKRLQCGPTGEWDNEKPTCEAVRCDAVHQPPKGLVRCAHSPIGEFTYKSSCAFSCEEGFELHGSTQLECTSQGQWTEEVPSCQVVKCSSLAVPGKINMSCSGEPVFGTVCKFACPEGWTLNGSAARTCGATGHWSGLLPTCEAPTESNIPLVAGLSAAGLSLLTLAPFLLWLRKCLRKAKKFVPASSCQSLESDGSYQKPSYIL
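Test system: HUVEC; input: 3,000 HUVEC/well; measured by: immunofluorescence imaging; read-out: % PE-positive cells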
XiGFP reactiv: X-chromosome reactivation activator; activation, % at 7.58 µM; XiGFP mouse fibroblasts, % GFP-positive cells imaging, 3 d; cells co-treated with 5-aza-dC sensitizer; scaled so ellipticine positive control = 100%; actives 0.055% (n = 360,000); AID 743238;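 active means mean normalized replicate activation at least 10% and every replicate at or above 10%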;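 further: 0% = median of on-plate neutral control wells and 100% = ellipticine 6 µM median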
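Assay system: SV40-immortalized XiGFP fibroblast cells, line 68-5-11; buffer or medium: DMEM plus 5-aza-dC sensitizer; compound: one concentration, pinned; timing: compounds 3 days, fix/stain 15 min at room temperature; benchmarks: positive control ellipticine, 6 µM final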
S100A4 MyoIIA: S100A4-myosin IIA interaction inhibition; S100A4/TAMRA-MyoIIA peptide fluorescence polarization; actives 0.14% (n = 360,000); inhibition, % at 10.7 µM; P26447; AID 652163;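 active means mean inhibition of at least 70% across replicates, with every replicate also reaching that level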
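Material: S100A4 monomer protein | Medium: HEPES pH 7.2 with CaCl2, KCl, NaCl, DTT, Triton | Reagent: Labelled myosin peptide probe, 5 nM | Doses: One dose per compound | Times: 5 min incubation before reading | Benchmarks: Neutral control DMSO, positive control TFP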
esBAF inh: blocks esBAF chromatin remodeling in mouse ES cells; Bmi1-luciferase knock-in reporter, 24 h; 100% = twice the neutral-well signal; reporter increase, % at 12.5 µM; actives 2% (n = 350,000); in the data active means activation above about 40%;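 further: 0% = median of the plate's neutral control wells and 100% = double that signal; a rise in the Bmi1 reporter signal indicates esBAF inhibition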
RAD52 inh: blocks human RAD52 DNA annealing | actives 0.46% (n = 360,000) | AID 651710 | inhibition, % at 18.7 µM | P43351 | recombinant RAD52 DNA annealing, FRET fluorescence;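 active means every replicate showing at least 50% inhibition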
Target sequence (P43351 whole entry, looked up): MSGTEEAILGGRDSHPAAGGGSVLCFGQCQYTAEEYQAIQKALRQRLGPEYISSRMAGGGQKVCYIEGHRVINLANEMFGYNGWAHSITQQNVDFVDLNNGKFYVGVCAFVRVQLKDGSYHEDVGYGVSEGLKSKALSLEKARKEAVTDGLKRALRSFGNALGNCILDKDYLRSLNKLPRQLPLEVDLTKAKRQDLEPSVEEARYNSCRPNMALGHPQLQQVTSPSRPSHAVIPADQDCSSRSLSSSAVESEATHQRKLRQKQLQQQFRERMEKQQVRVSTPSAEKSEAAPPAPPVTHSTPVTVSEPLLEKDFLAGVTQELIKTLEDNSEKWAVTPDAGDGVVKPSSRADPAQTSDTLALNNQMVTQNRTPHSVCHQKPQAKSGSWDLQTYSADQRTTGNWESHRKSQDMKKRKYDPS
RAD54 inh: blocks human RAD54 Holliday junction branch migration. Q92698. FAM/BHQ fluorescence. inhibition, % at 10.4 µM. actives 0.14% (n = 360,000). AID 602329;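 active means mean normalized replicate activity at least 40 and at least half of replicates scoring 40 or more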;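 further: 0% = median of neutral control wells and 100% = median of positive control wells; inhibitors cause a drop in the FAM fluorescence signal; in these data hits start at about 50%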
ERAP1 inh: blocks human ERAP1 aminopeptidase activity; Q9NZ08; recombinant ERAP1, Leu-AMC fluorescence, 60 min; inhibition, % at 10.7 µM; actives 0.15% (n = 340,000); AID 652197;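 active means mean replicate inhibition of at least 30%, or all replicates individually reaching that 30% level; inactive means mean below 30% and not every replicate reaching it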;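 further: 0% = neutral control wells and 100% = L-leucinethiol positive control wells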
ERp5 inh: inhibitors of human ERp5. Q15084. AID 651711. actives 0.05% (n = 350,000). ERp5 insulin aggregation, absorbance 650 nm, 90 min. inhibition, % at 9.99 µM;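 active means mean replicate inhibition above about 25%, with every replicate also reaching it, limit read from the data, passing the limit was not always enough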
* hit, by the source's call; x = not tested or not shown; & = joins results of further samples.

SMILES | E-selectin induc | XiGFP reactiv | S100A4 MyoIIA | esBAF inh | RAD52 inh | RAD54 inh | ERAP1 inh | ERp5 inh
Cc1cc(C(=O)Nc2cccc3c2O[C@@H](CN(C)C(=O)NC(C)C)[C@@H](C)CN([C@@H](C)CO)C3=O)n(C)n1 | -0.2 | -0.1 | 7.0 | 1.7 | 3.0 | -1.9 | 1.8 | -2.0
COc1ccc(S(=O)(=O)N(C)C[C@H]2Oc3ccc(NS(=O)(=O)c4c(C)noc4C)cc3CC(=O)N([C@@H](C)CO)C[C@@H]2C)cc1 | -0.3 | -1.0 | 6.6 | -0.4 | -10.1 | -1.7 | 0.2 | 6.2
O=C(C[C@@H]1CC[C@@H]2[C@H](COC[C@H](O)CN2C(=O)Nc2ccc3c(c2)OCO3)O1)N1CCN(c2ccccc2)CC1 | 0.1 | 0.7 | 6.3 | 33.3 | -27.8 | 3.1 | 0.5 | -2.8
O=C(NCc1c(O)ccc2ccccc12)c1ccccc1 | x | 0.0 | 0.5 | 2.3 | -10.7 | -10.5 | 2.8 | -0.2
O=[N+]([O-])/C(C(Cl)=C(Cl)Cl)=C1\Nc2ccccc2O1 | 8.2 | 0.5 | 1.2 | x | -7.1 | x | 8.9 | 2.8
Cc1ccc(OCC(=O)Nn2cnnc2)c(Br)c1 | x | x | 5.0 | 5.5 | -9.4 | 4.0 | -0.2 | 2.3
Cc1c(NC(=O)c2ccccc2NC(=O)COc2ccccc2)cccc1C(=O)O | -1.2 | 0.2 | -4.4 | x | -6.7 | 2.4 | -4.7 | -4.2
CC(=O)c1c(C)oc2ccc(NS(=O)(=O)c3cccs3)cc12 | x | 0.1 | -2.0 | x | -10.6 | x | 0.2 | 4.4
Cc1c(NC(=O)Nc2ccc(F)cc2)c(=O)n(-c2ccccc2)n1C | 0.5 | 0.0 | -3.7 | 3.5 | -12.0 | -7.0 | 0.2 | -2.3
COc1ccc(C#Cc2ccc([C@@H]3[C@@H](CO)N4C(=O)CN(C(=O)c5ccccc5)C[C@H]34)cc2)cc1 | 0.1 | 0.0 | 46.6 | x | -48.4 | x | 1.0 | 4.3
CS(=O)(=O)Nc1ccc2c(c1)[C@@H]1C[C@@H](CC(=O)NCc3cccnc3)O[C@H](CO)[C@@H]1O2 | 0.3&0.4 | 0.0&0.5 | 3.4&10.6 | -2.2&-6.3 | -3.7&-1.5 | 5.3&1.8 | -1.4&-2.6 | 0.9&4.3
O=C(NCCCn1ccnc1)c1ccc(N2CCCCCC2)c([N+](=O)[O-])c1 | x | 0.0 | -1.6 | x | 3.6 | x | 10.1 | 6.3
COc1ccc(C(c2c(NC(=O)c3ccco3)sc(C)c2C)N2CCOCC2)cc1OC (stereo unspecified) | 0.0 | 0.0 | 3.2 | 13.9 | -40.6 | 1.2 | 2.2 | 7.6
CC(CCC(=O)NN)C1CCC2C3CCC4CC(O)CCC4(C)C3CCC12C (stereo unspecified) | 0.1 | 0.3 | -3.0 | 0.6 | -6.8 | x | -0.9 | -1.4
OC(Cn1cnnc1)c1ccccc1 (stereo unspecified) | 0.1 | 0.0 | 12.1 | x | -16.4 | x | -2.0 | 2.7
Cc1ccc(F)cc1C(=O)N1CCCC(c2cc(C(=O)Nc3ccccc3Cl)no2)C1 (stereo unspecified) | 0.1 | 1.1 | -1.1 | -3.2 | -4.8 | -6.8 | 2.4 | -1.2
C[C@@H]1CCC2[C@](C)(CO)[C@@H](O)CC[C@]2(C)[C@@]12C[C@](CO)(CC(=O)O)CO2 (stereo partly specified) | 0.6 | 0.2 | -2.5 | -1.0 | -8.2 | 2.3 | -3.4 | -3.3
Cc1noc(C)c1NC(=O)Nc1cccc2c1O[C@H](CN(C)Cc1ccccc1)[C@@H](C)CN([C@@H](C)CO)C2=O | 2.0 | -0.9 | 3.6 | 3.9 | 3.8 | -1.7 | 2.1 | 1.5
Cc1ccc(C(=O)Nn2cnnc2)cc1Cl | x | 0.0 | 3.8 | -2.3 | -2.8 | -4.0 | 2.3 | -6.9
O=C(CC(=O)c1ccccn1)c1ccccc1 | x | 0.1 | -7.9 | x | -15.7 | x | -5.2 | -1.2
CCc1cc(=O)oc2cc(C)cc(OC(C)C(=O)NCCCN3CCOCC3)c12 (stereo unspecified) | x | 0.0 | -6.1 | -6.7 | -0.2 | 10.0 | -0.5 | x
O=C(O)c1ccccc1-c1ccc([N+](=O)[O-])cc1Cl | 1.3 | 0.0 | 2.0 | x | 0.2 | x | 2.0 | 2.0
O=C(NC1CCCC1)c1cc(S(=O)(=O)N2CCCC2)ccc1Cl | 0.3 | -0.1 | 0.3 | -8.1 | 0.5 | -0.3 | -5.1 | -1.0
O=C(NCCCN1CCC(Cc2ccccc2)CC1)C1CCN(S(=O)(=O)N2CCC3(CC2)OCCO3)CC1 | x | 0.0 | 3.2 | x | -18.2 | x | -3.4 | 4.2

Rewritten with each value named: part of the list above
> Cc1noc(C)c1NC(=O)Nc1cccc2c1O[C@H](CN(C)Cc1ccccc1)[C@@H](C)CN([C@@H](C)CO)C2=O
- E-selectin induc: 2.0
- XiGFP reactiv: -0.9
- S100A4 MyoIIA: 3.6
- esBAF inh: 3.9
- RAD52 inh: 3.8
- RAD54 inh: -1.7
- ERAP1 inh: 2.1
- ERp5 inh: 1.5

> COc1ccc(C(c2c(NC(=O)c3ccco3)sc(C)c2C)N2CCOCC2)cc1OC (stereo unspecified)
- E-selectin induc: 0.0
- XiGFP reactiv: 0.0
- S100A4 MyoIIA: 3.2
- esBAF inh: 13.9
- RAD52 inh: -40.6
- RAD54 inh: 1.2
- ERAP1 inh: 2.2
- ERp5 inh: 7.6

> O=C(NCCCN1CCC(Cc2ccccc2)CC1)C1CCN(S(=O)(=O)N2CCC3(CC2)OCCO3)CC1
- E-selectin induc: x
- XiGFP reactiv: 0.0
- S100A4 MyoIIA: 3.2
- esBAF inh: x
- RAD52 inh: -18.2
- RAD54 inh: x
- ERAP1 inh: -3.4
- ERp5 inh: 4.2

The listing continues.
SMILES | E-selectin induc | XiGFP reactiv | S100A4 MyoIIA | esBAF inh | RAD52 inh | RAD54 inh | ERAP1 inh | ERp5 inh
CCN(CC)C(=O)C1=C(C)N(Cc2ccc(C(C)(C)C)cc2)C(=O)C(CC(=O)NCCc2ccccn2)C1 (stereo unspecified) | -7.1 | 0.0 | 0.9 | 0.5 | -9.3 | 0.2 | x | 1.1
CCCNC(=O)Nc1ccc2c(c1)OC[C@H](C)N(S(C)(=O)=O)C[C@H](C)[C@@H](OC)CN(C)C2=O | 0.4 | 0.1 | 10.7 | x | -20.3 | x | x | -9.9
CCS(=O)(=O)N1CCCCN2[C@H](CO)[C@H](c3ccc(-c4cccc(C#N)c4)cc3)[C@H]2C1 | -0.1 | 0.3 | 15.4 | x | -45.8 | -5.5 | -1.2 | -0.5
COc1ccc(C(=O)NNC(=O)CSc2nnc(C3CC3)n2C)cc1 | x | 0.1 | -6.5 | -0.5 | -11.0 | -10.0 | -1.2 | 1.6
CC(C)C#Cc1ccc2c(c1)O[C@H](CN(C)C(=O)Nc1ccccc1)[C@@H](C)CN([C@H](C)CO)S2(=O)=O | x | 0.3 | -5.7 | 5.8 | 9.2 | 1.7 | x | -1.9
CC1(C)CC2(CC(c3ccccc3)Oc3cc(O)ccc32)NC(=S)N1 (stereo unspecified) | x | 0.0 | -1.8 | x | -18.1 | -20.5 | 4.2 | 4.2
CCOC(=O)C(=CNc1ccc(OC)cc1[N+](=O)[O-])C(=O)OCC | 0.0 | 0.0 | 1.7 | -1.6 | -33.2 | 6.3 | x | -1.9
COc1ccc(NC(=O)N[C@H]2C=C[C@H](CC(=O)NCc3ccccn3)O[C@H]2CO)cc1 | -0.1 | -0.2 | 8.1 | -4.2 | 2.9 | 1.8 | -0.5 | 8.6
Cc1ccc2nc(SCC(=O)N(C)C3CCS(=O)(=O)C3)[nH]c2c1 (stereo unspecified) | 8.3 | 0.3 | 0.6 | 1.9 | -11.0 | -5.4 | -0.1 | 1.4
COc1ccc(CCNCc2c(OC)ccc3ccccc23)cc1OC | -0.2 | 0.1 | -12.3 | -1.5 | -5.4 | 1.7 | -2.0 | -3.4
O=C(CCCOc1ccccc1)NC(=S)Nc1ccccc1 | 6.5 | 0.5 | -1.3 | 8.9 | -14.9 | 0.7 | 0.4 | -5.1
CCCCn1nnnc1C(c1ccccc1)N1CCN(CCN2CCOCC2)CC1 (stereo unspecified) | 2.0 | 0.3 | 5.0 | x | -7.4 | x | -3.3 | -5.3
CC=Cc1ccc2n(c1=O)C[C@H]1[C@H](CO)[C@@H](C(=O)NCc3ccccn3)[C@@H]2N1CC1CC1 (mixture of isomers) | -0.1 | 0.2 | 6.8 | -1.5 | -14.0 | -0.9 | 5.3 | 1.8
O=C1/C(=C/c2ccco2)Cc2ccccc21 | x | 0.0 | -5.4 | x | -26.0 | x | 1.7 | 2.4
CC(C)=CCC/C(C)=C/COc1ccc2ccc(=O)oc2c1 | x | x | 0.7 | 2.2 | 0.5 | -9.1 | -4.4 | 0.1
CC(C)C(OC(=O)c1ccco1)C(=O)NC1CCCC1 (stereo unspecified) | 1.9 | 0.2 | -1.3 | 1.1 | -5.9 | 1.7 | -0.9 | 0.9
CCOC(=O)c1ccc(S(=O)(=O)Nc2cc(S(=O)(=O)Nc3ccc(OC)cc3)ccc2O)cc1 | -0.4 | -0.1 | -4.3 | 0.4 | -8.9 | 8.1 | 1.2 | 1.7
O=C(NCc1cn2ccccc2n1)C1CCC(=O)N(Cc2ccccc2F)C1 (stereo unspecified) | x | 0.0 | -2.3 | 4.0 | -19.5 | -1.8 | -2.5 | -2.5
CC(C)C[C@H](NC(=O)c1[nH]cnc1C(=O)N[C@@H](Cc1ccccc1)C(=O)OC(C)(C)C)C(=O)OCc1ccccc1 | x | 0.0 | -1.6 | 14.5 | -5.4 | -0.4 | 0.1 | 5.2
CC(=O)Nc1ccc(-c2csc(Nc3ncccn3)n2)cc1 | x | 0.0 | -3.3 | 20.1 | 4.3 | x | 1.4 | 0.4
O=C(O)c1cccc(S(=O)(=O)Nc2cccc(S(=O)(=O)N3CCCCCC3)c2)c1 | x | 0.1 | -15.2 | x | -12.5 | x | 3.1 | 7.6
COc1ccccc1-c1csc(C(O)c2ccc(F)cc2)n1 (stereo unspecified) | -0.1 | 0.1 | -2.4 | 10.6 | 6.0 | -13.1 | -1.1 | 7.1
O=C(NCc1ccccc1)C1=C[C@H](C2CCCCC2)C[C@H](OCCCCO)O1 | 0.0 | 6.1 | -0.1 | 5.4 | -18.5 | 0.2 | 1.4 | 3.1
CN1CCN(C(=O)CCN2C(=O)/C(=C\c3ccc(F)cc3)SC2=S)CC1 | x | 0.2 | -4.4 | 8.4 | -50.8 | -8.2 | 4.7 | -2.8
COc1ccc(C)cc1NC(=O)COC(=O)Cc1c[nH]c2ccccc12 | 5.5 | 0.0 | -1.7 | -0.8 | -50.2 | -9.5 | 0.1 | -4.7
Cc1ccc(NC(=O)CCC(=O)NNC(=O)CCc2ccccc2)c(C)c1 | -0.1 | -0.1 | 4.4 | -6.1 | -18.7 | 2.8 | -4.0 | 6.9
N#Cc1ccc(COC(=O)CN2C(=O)NC3(CCCC3)C2=O)cc1 | -1.2 | 0.0 | -12.2 | 0.2 | -4.4 | -4.9 | 0.9 | -0.6
C[C@@H]1CCCCO[C@@H](CN(C)C(=O)Nc2ccc(F)cc2)[C@H](C)CN([C@@H](C)CO)C(=O)c2cc(NS(=O)(=O)c3ccc(F)cc3)ccc2O1 | -0.2 | 0.2 | x | 18.4 | x | 3.5 | x | x
Cc1ccccc1S(=O)Cc1ccc(C(=O)NCCCN2CCCCC2)o1 (stereo unspecified) | 0.0 | 0.0 | 1.9 | 0.3 | -10.8 | -1.2 | -3.5 | -6.8

Random draw from the library; any-hit rate near 2.5%.
